K1F lysis inhibition = inhibition of K1F phage lysis, E. coli UTI89, bacterial capsule biogenesis inhibitors, alamar blue (AID 488966) | E. coli UTI89 K1F phage lysis, alamar blue, 2 h; higher % means a stronger effect | inhibition, % at 100 µM; hits with a dose series show IC50 in µM | 340,000 tested, 0.02% active;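 active = phage lysis inhibition, versus mean bacterial control, above a set limit; inconclusive = no clear call, values can overlap the other calls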;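 also: capsule biogenesis inhibitors block K1F phage lysis so surviving cells raise fluorescence; higher fluorescence means more inhibition of phage lysis; actives were called in the ten point dose series up to 300 µM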
SIAH1 antagonists = Siah-1 peptide-binding antagonists, primary screen, biochemical, fluorescence polarization, rhodamine-plectin, uHTS (AID 1817) | Siah-1 / rhodamine-plectin peptide fluorescence polarization; higher % means a stronger effect | displacement, % at 20 µM; hits with a dose series show IC50 in µM | 290,000 tested, 0.02% active;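 active = displacement of at least 50% at 20 µM, with a fluorescence ratio check between 0.3 and a set limit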;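 also: plate controls were Siah plus tracer with DMSO for no effect and tracer alone without Siah for full effect; strong numbers were not always called active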
human PMI inhibitors = human PMI inhibitors, high substrate, primary screen, biochemical, fluorescence intensity, high mannose 6-phosphate (AID 1220); 190,000 tested, 0.66% active; one-dose inhibition, % at 20 µM; IC50 in µM for titrated hits; Mannose-6-phosphate isomerase (Homo sapiens); recombinant PMI enzyme, coupled fluorescence intensity; higher % means a stronger effect
TNAP activation fold = human TNAP enzyme activators, primary screen, biochemical, luminescent, no phosphate acceptor, uHTS (AID 1001). purified TNAP, luminescent activation assay, no phosphate acceptor; higher activation fold means a stronger effect. activation fold at 20 µM, or EC50 in µM where a hit was titrated. Alkaline phosphatase, tissue-nonspecific isozyme (Homo sapiens). 200,000 tested, 0.03% active; in the data active = activation fold from about 3, or a potency from the dose series; inactive = the rest, 99 in 100 with activation fold below about 1.6; also: many of its hits are not listed in these tables
XIAP displacement = XIAP antagonists, biochemical, IAP family, fluorescence polarization (AID 1018). displacement, % at 20 µM, or IC50 in µM where a hit was titrated. XIAP BIR domain, fluorescence polarization peptide displacement; higher % means a stronger effect. E3 ubiquitin-protein ligase XIAP (Homo sapiens). 200,000 tested, 0.007% active; in the data active = displacement above about 50%; also: a part of the inactive calls stands beside numbers as strong as those of hits
P. falciparum M1AAP = P. falciparum M1AAP inhibitors, biochemical, fluorogenic H-Leu-NHMec substrate, 1536-well (AID 1445). recombinant M1AAP, H-Leu-NHMec fluorogenic kinetic assay; higher % means a stronger effect. one-dose inhibition, % at 30 µM; IC50 in µM for titrated hits. 220,000 tested, 0.42% active;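 active = primary inhibition above the hit cutoff, then over 50% inhibition at one or more dose response concentrations, cut at about 23% in these data, passing the limit was not always enough; inconclusive = conflicting primary data, or primary hits not chosen for dose response; inactive = low primary inhibition, or under 50% at every dose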;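 also: plate controls were DMSO full reaction for no effect and no enzyme background for full effect; strong numbers were not always called active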
M17LAP inhibition = P. falciparum M17LAP inhibitors, primary screen, biochemical, fluorogenic H-Leu-NHMec substrate, 1536-well (AID 1619). Leucine aminopeptidase (Plasmodium falciparum (isolate 3D7)). recombinant M17LAP, H-Leu-NHMec fluorogenic kinetic assay; higher % means a stronger effect. inhibition, % at 30 µM, or IC50 in µM where a hit was titrated. 220,000 tested, 0.38% active;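 active = compound inhibiting the enzyme by more than half at any dose during confirmatory dose-response retesting; inconclusive = strong single-dose inhibitors picked by rank but not retested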;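 also: plate controls were full reaction with DMSO carrier for no effect and no enzyme background for full effect; strong numbers were not always called active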
human PMI inhibition = inhibitors of human PMI, primary screen, biochemical, fluorescence intensity, coupled assay (AID 1209) | inhibition, % at 20 µM; hits with a dose series show IC50 in µM | Mannose-6-phosphate isomerase (Homo sapiens) | purified PMI enzyme, coupled fluorescence intensity; higher % means a stronger effect | 190,000 tested, 0.42% active;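 also: plate controls were DMSO vehicle for no effect and wells lacking substrate for full effect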
Hep lipid drop = inhibitors of hepatocyte lipid droplet formation, primary screen, imaging, high-throughput imaging, BODIPY stain; AML12 mouse hepatocytes, oleate lipid droplets; inhibition, % at 6.5 µM; 240,000 tested, 0.4% active;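 active = lipid droplet intensity inhibited by at least 50%, with more than 500 cells counted; inconclusive = wells with under 300 cells, treated as cytotoxic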
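Assay system: AML12 hepatocytes (mouse); Probe or stimulus: oleic acid at 100 µM to induce lipid droplet formation; Dosing: compound at 6.5 µM only; Schedule: compound with oleate, overnight; Detection: fluorescence imaging, 20x objective, two fields per well; Measure: % inhibition of lipid droplet signal.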
Hep lipid drop cells 6.5 µM = second read-out of Hep lipid drop, no call of its own (marks repeat the call); cell count; measured here: cell count, cytotoxicity flag;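 cells counted across two imaged fields per well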
Numbers without * were called inactive; ? = inconclusive; · = no result given; [ ] = remark or other dose. Rule as the data show it, unless noted: active = inhibition above about 50%; inactive = the rest.

SMILES	K1F lysis inhibition	SIAH1 antagonists	human PMI inhibitors	TNAP activation fold	XIAP displacement	P. falciparum M1AAP	M17LAP inhibition	human PMI inhibition	Hep lipid drop	Hep lipid drop cells 6.5 µM
CCN(CC)c1ccc(N=Cc2c(O)n(CCc3ccc(OC)c(OC)c3)c(=O)[nH]c2=O)cc1	-5.0%	-5.2%	·	1	-9.2%	5.1%	7.3%	50.0%*	2.1	690
C=CCn1c(O)c(C(CC)=NCCC2=CCCCC2)c(=O)[nH]c1=O	-0.3%	-3.0%	6.9%	1.1	-6.3%	-2.3%	0.4%	7.6%	·	·
O=C(c1cc(C(=O)NCc2ccc(Cl)cc2)c(=O)n(Cc2ccc(Cl)cc2)c1)c1cc(F)ccc1O	2.1%[50 µM]	1.5%	18.6%	1	-8.9%	0.5%	-12.6%	14.7%	-68.6	622
CCN1CCN(C(=O)Cc2coc3ccc4ccccc4c23)CC1	4.3%	3.9%	1.4%	1.1	-4.8%	9.9%	6.8%	1.7%	2.6	804
Cc1ccc2c(c1)C1CN(C)CCC1N2C(=O)COc1ccc(S(=O)(=O)N2CCOCC2)cc1 (stereo not given)	3.9%	2.9%	4.5%	1.1	-2.0%	1.8%	6.9%	5.4%	·	·
CCOC(=O)C1=C(N)Oc2c(c(=O)oc3ccccc23)C12C(=O)N(C)c1ccccc12 (stereo not given)	2.9%	3.2%	15.2%	1.1	-16.8%	2.2%	1.6%	2.6%	·	·
O=C(Cn1ncc2c3ccccc3n(Cc3ccccc3)c2c1=O)N1CCC2(CC1)OCCO2	·	-3.8%	7.6%	1	-22.5%	-0.1%	41.1%	14.1%	-6.0	692
COc1cccc(-n2c(O)c(C=Nc3c(C)n(C)n(-c4ccccc4)c3=O)c(=O)[nH]c2=O)c1	0.5%	6.9%	-12.4%	1.1	-6.1%	9.0%	1.3%	-20.0%	0.9	742
CC(C(=O)O)N(C(=O)c1ccccc1)c1ccc(F)c(Cl)c1 (stereo not given)	-0.5%	6.4%	-9.1%	1	-5.9%	2.8%	0.2%	-6.7%	-8.4	750
COc1ccc(CC2(CCc3ccccn3)C(=O)NC(=O)N(c3ccccc3C)C2=O)cc1OC (stereo not given)	1.0%	-2.3%	·	1.1	-16.7%	3.0%	15.6%	·	-3.7	677
COc1ccc(NC(=O)c2cc([N+](=O)[O-])ccc2N2CCNCC2)cc1	-0.5%	-1.5%	4.0%	1	-2.2%	3.0%	5.2%	5.8%	9.3	682
CC1(C)N=C(c2ccccc2)[C@@H]2C(c3ccc([N+](=O)[O-])cc3)N21 (stereo not given in full)	2.6%	-2.1%	-8.1%	1.1	-7.4%	4.2%	-5.2%	-8.0%	2.3	673
O=c1c2ccccc2nc(-c2ccccc2)n1-c1ccncc1	0.0%	-4.0%	-0.6%	0.9	-8.3%	-4.4%	2.8%	2.2%	-6.5	595
CC(C)CCP(=O)(O)c1ccccc1	3.3%	-3.5%	-5.6%	1	-5.1%	2.8%	-6.2%	-2.0%	-28.8	754
CC(=O)Cc1c[nH]c2ccccc12	·	12.3%	·	·	·	3.6%	9.4%	·	-0.7	729
CCCCCCn1c(O)c(C=NCCCn2ccnc2)c(=O)[nH]c1=O	0.5%	0.0%	9.4%	1	0.0%	1.8%	1.3%	9.0%	-1.0	479
COc1ccc(N=Cc2c(O)n(CC3CCCO3)c(=O)[nH]c2=O)cc1 (stereo not given)	0.0%	-1.6%	-2.4%	0.9	-8.6%	12.1%	22.0%	-15.3%	-8.8	646
CN1C(=O)C(=Cc2ccccc2OCc2ccccc2Cl)C(=O)N(C)C1=O	1.4%	1.2%	-9.8%	1.1	-15.1%	?	29.1%	1.0%	1.0	653
Cc1ccc2nc3c(cc2c1)CC1(C(=O)N(C)C(=O)N(C)C1=O)C1COCCN31 (stereo not given)	0.1%	3.5%	3.8%	1	-3.8%	1.8%	-11.9%	-5.8%	·	·
CC1CCC(C(C)C)C(OP(N)(=O)c2ccccc2)C1 (stereo not given)	2.2%	2.6%	4.8%	1.1	-1.2%	7.7%	1.3%	3.7%	·	·
COc1ccc(CN2CCN(C(=O)Cc3ccccc3)CC2)c(OC)c1	7.5%	3.5%	-26.8%	1.1	-2.1%	2.4%	-8.8%	-18.3%	14.0	775
CN1CCN(c2nc3ccccc3o2)CC1	0.1%	1.7%	·	·	·	6.4%	-11.6%	·	0.9	676
Cn1ccnc1P(=S)(c1nccn1C)N1CCOCC1	6.3%	0.7%	0.6%	1.2	-1.0%	4.8%	-2.7%	2.9%	·	·
CCc1ccc2c(CN3CC=C(c4ccccc4)CC3)cc(=O)oc2c1	1.5%	0.0%	15.2%	1.1	-9.4%	5.6%	7.7%	1.2%	-2.3	693
Cn1cc(C(=O)NCc2ccccc2)c2ccccc21	0.3%	23.4%	5.3%	1.1	-2.6%	0.8%	2.0%	0.8%	·	·
O=c1[nH]c(=O)n(C2CCCCC2)c(O)c1C=NCCCn1ccnc1	0.6%	-5.8%	-15.0%	0.9	-6.1%	3.5%	-5.8%	-10.0%	1.8	740
COC1CCCCC1NCCc1ccccc1 (stereo not given)	0.2%	1.3%	-3.1%	1.1	-0.2%	-5.3%	11.8%	3.2%	-5.1	644
CCOC(=O)c1cccc([P+](=O)O)c1	-0.7%	19.0%	-11.2%	1.1	-3.3%	-5.4%	9.1%	-12.4%	41.2	712
CC(C)CCNC(=O)CN1C(=O)CN=C(c2ccccc2)c2ccccc21	-0.1%	-2.8%	·	·	·	0.9%	2.6%	·	-2.5	693
CCCCn1c(O)c(C=NCc2ccc3c(c2)OCO3)c(=O)[nH]c1=O	0.9%	-1.7%	·	·	·	-7.5%	-8.3%	·	19.3	710

Sorted by count of non-hydrogen atoms (high to low): part of the list above
SMILES	K1F lysis inhibition	SIAH1 antagonists	human PMI inhibitors	TNAP activation fold	XIAP displacement	P. falciparum M1AAP	M17LAP inhibition	human PMI inhibition	Hep lipid drop	Hep lipid drop cells 6.5 µM
CCc1ccc2c(CN3CC=C(c4ccccc4)CC3)cc(=O)oc2c1	1.5%	0.0%	15.2%	1.1	-9.4%	5.6%	7.7%	1.2%	-2.3	693
CCCCn1c(O)c(C=NCc2ccc3c(c2)OCO3)c(=O)[nH]c1=O	0.9%	-1.7%	·	·	·	-7.5%	-8.3%	·	19.3	710
Cn1cc(C(=O)NCc2ccccc2)c2ccccc21	0.3%	23.4%	5.3%	1.1	-2.6%	0.8%	2.0%	0.8%	·	·
CN1CCN(c2nc3ccccc3o2)CC1	0.1%	1.7%	·	·	·	6.4%	-11.6%	·	0.9	676

Going on with the list.
SMILES	K1F lysis inhibition	SIAH1 antagonists	human PMI inhibitors	TNAP activation fold	XIAP displacement	P. falciparum M1AAP	M17LAP inhibition	human PMI inhibition	Hep lipid drop	Hep lipid drop cells 6.5 µM
COc1ccc(/C=C2/C(=O)NC(=O)N(c3ccc(C)c(C)c3)C2=O)cc1CN1C(=O)c2ccccc2C1=O	1.7%[50 µM]	3.8%	-1.4%	1	-5.8%	17.3%	25.9%	6.8%	-5.1	719
COc1ccc(/C=C2/C(=O)NC(=O)N(c3ccccc3)C2=O)cc1CN1C(=O)c2ccccc2C1=O	-0.3%	7.5%	·	·	·	9.9%	7.1%	·	-1.3	689
CCCCCCn1c(O)c(C=NCCN2CCOCC2)c(=O)[nH]c1=O	0.0%	1.8%	-1.6%	1	-1.8%	-0.6%	-0.1%	-4.3%	3.7	733
COCCCNC(=O)c1c(N)n(Cc2ccco2)c2nc3ccccc3nc12	·	-0.4%	·	·	·	21.5%	-50.7%	·	-13.5	729
O=C(c1cc(F)ccc1F)C1CCCN(Cc2ccc3nonc3c2)C1 (stereo not given)	0.1%	2.7%	3.6%	1.1	-3.9%	2.6%	3.6%	4.4%	-8.0	721
COc1cccc(C2=NOC(C(=O)N3CCC4(CC3)OCCO4)C2)c1 (stereo not given)	1.3%	-4.9%	-3.3%	1.1	-5.5%	3.4%	12.9%	1.7%	·	·
Cc1nn(Cc2ccccc2)c(C)c1C(=O)OCC(=O)Nc1ccccc1SCC#N	-0.1%	3.9%	9.4%	1.1	-6.4%	1.1%	3.0%	-0.1%	·	·
O=C1C2CCN(CC2)C12CC2c1ccc(C(F)(F)F)cc1 (stereo not given)	-0.9%	-3.0%	·	·	·	4.3%	5.2%	·	10.9	763
OC1(c2ccc(F)cc2)CCNC1 (stereo not given)	0.6%	3.9%	-12.9%	1.2	5.3%	7.6%	5.0%	-5.8%	·	·
Fc1ccc(CNCCc2ccccc2F)cc1	3.1%	3.9%	1.1%	1	-7.4%	2.6%	-4.8%	-4.3%	15.3	687
Cn1c(O)c(C=Nc2ccccc2Sc2ccccc2)c(=O)n(C)c1=O	2.2%	1.7%	-0.6%	1.1	-3.6%	1.9%	11.7%	-3.7%	30.5	627
CN1CCc2nc(SCc3cccc(Br)c3)c(C#N)cc2C1	-0.2%	5.3%	·	·	·	5.8%	1.3%	·	-39.1	710
CCOP(=O)(OCC)C(NC(=O)c1ccc(C)cc1)=C(Cl)Cl	0.3%	-1.4%	-11.1%	1.2	-4.5%	-1.3%	5.8%	-10.4%	-5.5	639
O=C(CN1CCCCC1)NCC(=O)Nc1ccc(Br)cc1C(=O)c1ccccc1	0.7%	3.9%	-5.3%	1.1	-1.8%	0.7%	4.0%	-1.3%	·	·
CN1c2ccc([N+](=O)[O-])cc2CC2(C(=O)NC(=O)N(c3ccc(Br)cc3)C2=O)C1c1ccccc1 (stereo not given)	2.3%	-0.1%	8.2%	0.8	-4.6%	13.0%	18.7%	19.8%	-6.4	567
O=C(c1ccc2c(=O)n(Cc3ccc4c(c3)OCO4)c(=S)[nH]c2c1)N1CCC2(CC1)OCCO2	-0.2%	1.4%	6.5%	1.1	-1.5%	4.1%	-7.0%	12.8%	·	·
COc1ccccc1N1C(=O)NC(=O)/C(=C/c2ccc3c4c(cccc24)CC3)C1=O	0.1%	2.7%	-10.3%	1.1	-8.2%	13.1%	6.6%	-5.2%	-6.9	691
CCOP(=O)(OCC)C(O)c1cccnc1 (stereo not given)	-0.3%	-5.7%	·	·	·	3.5%	7.2%	·	2.4	715

Compound activity: PubChem BioAssay, several laboratories

An excerpt. The share of hits here may be higher or lower than overall.
